# GC-A act – GC-A (human) enzyme activation; HEK293 GC-A cells, cGMP TR-FRET, EC30 ANP; 0% at EC30 ANP, 100% saturating ANP; AID 1671463; P16066; 370,000 compounds, 0.14% hits; activation, % at 10 µM; in the data active means activation above about 40%
# Target sequence (P16066 whole entry, looked up): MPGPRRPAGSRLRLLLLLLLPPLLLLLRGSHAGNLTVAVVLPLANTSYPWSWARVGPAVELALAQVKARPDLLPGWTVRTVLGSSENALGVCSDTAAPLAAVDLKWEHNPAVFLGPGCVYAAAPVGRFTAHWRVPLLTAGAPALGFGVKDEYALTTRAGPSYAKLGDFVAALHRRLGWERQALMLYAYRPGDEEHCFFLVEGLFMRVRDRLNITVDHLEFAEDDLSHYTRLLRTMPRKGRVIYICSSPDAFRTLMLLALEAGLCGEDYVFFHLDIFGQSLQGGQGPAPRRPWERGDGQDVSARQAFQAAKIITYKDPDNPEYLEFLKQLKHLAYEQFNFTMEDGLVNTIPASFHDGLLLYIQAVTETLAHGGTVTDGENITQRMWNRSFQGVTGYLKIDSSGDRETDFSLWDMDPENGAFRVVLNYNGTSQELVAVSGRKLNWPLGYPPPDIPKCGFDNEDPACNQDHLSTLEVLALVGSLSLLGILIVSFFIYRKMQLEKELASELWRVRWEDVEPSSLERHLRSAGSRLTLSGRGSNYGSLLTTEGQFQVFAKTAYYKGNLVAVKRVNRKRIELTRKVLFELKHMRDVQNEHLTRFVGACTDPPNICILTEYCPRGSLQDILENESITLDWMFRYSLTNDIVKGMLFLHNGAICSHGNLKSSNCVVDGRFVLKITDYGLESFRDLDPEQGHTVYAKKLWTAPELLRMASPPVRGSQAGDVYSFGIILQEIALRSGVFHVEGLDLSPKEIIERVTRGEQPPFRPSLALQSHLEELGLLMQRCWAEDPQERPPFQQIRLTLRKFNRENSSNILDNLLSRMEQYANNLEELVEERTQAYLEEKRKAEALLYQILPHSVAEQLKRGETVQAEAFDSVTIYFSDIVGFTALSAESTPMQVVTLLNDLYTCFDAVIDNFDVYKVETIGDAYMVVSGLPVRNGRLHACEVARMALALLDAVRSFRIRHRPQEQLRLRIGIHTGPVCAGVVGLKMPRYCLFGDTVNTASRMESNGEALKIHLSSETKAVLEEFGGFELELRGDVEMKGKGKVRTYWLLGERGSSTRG
# hgDAF12 agonist – hgDAF-12 agonism, primary luciferase screen. HEK293 GAL4-hgDAF12 UAS-luciferase reporter, agonist luminescence; normalized to butyrate control. activation, % at 6.8 µM. 370,000 compounds, 1.8% hits;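 active means activation above a cutoff set at the mean of all screened compounds plus 3 SD, cut at about 10% in these data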;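 further: 0% = DMSO wells and 100% = sodium butyrate wells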
# SMARCA2 activ – SMARCA2 function activation, primary screen. MG213 cells, MMTV-luciferase reporter, dexamethasone, overnight. activation, % at 9.1 µM. 370,000 compounds, 1% hits. AID 652017; in the data active means activation above about 7.8%;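 further: 0% = vehicle wells and 100% = reference activator wells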
# DAX1 inh-1 – NR0B1 (DAX1) inhibition; inhibition, % at 6.75 µM; 340,000 compounds, 0.99% hits; P51843; AID 504766; HEK293 Gal4-DAX1 luciferase reporter, luminescence;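 active means inhibition above the mean over all tested compounds plus 3 SD, cut at about 4.2% in these data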;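 further: 0% = DAX1-transfected cells with DMSO and 100% = empty-vector control cells with DMSO; inhibition shows as a rise in luminescence from relieved DAX1 repression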
# hcDAF-12 act – activates DAF-12 receptor from parasite H. contortus; HEK293 hcDAF-12 lit1-tk-luc reporter, luminescence; 0% DMSO, 100% Δ7-dafachronic acid; activation, % at 6.8 µM; 370,000 compounds, 1.4% hits; AID 652067;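 active means activation above the mean of all tested compounds plus 3 SD, cut at about 5.5% in these data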;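 further: 100% = response to 3 µM Δ7-dafachronic acid high control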
# sPLA2-III inh – Blocks human group III sPLA2 activity; QFRET BODIPY PC-A2 liposome hydrolysis, fluorescence; inhibition, % at 12.2 µM; 370,000 compounds, 0.56% hits; AID 743126;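 active means inhibition above mean plus 3 SD of compounds lying within the high and low control bounds, cut at about 19% in these data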;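 further: 0% = median of test compound wells and 100% = no enzyme DMSO wells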
# GAA850 FXN act – increases GAA850 frataxin promoter reporter activity; HEK293 lucGAA850 FXN promoter luciferase reporter, 24 h; percent of 10 µM SAHA response; 360,000 compounds, 0.56% hits; activation, % at 6 µM;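 active means activation above the average of all compounds screened plus 3 SD, cutoff fixed separately per campaign, cut at about 7.5% in these data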;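 further: 0% = DMSO wells and 100% = 10 µM SAHA wells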
# NPR2 activator – GC-B (human) receptor activation; HEK293-GC-B cells, CNP EC30, cGMP TR-FRET; 0% at EC30 CNP, 100% saturating CNP; 370,000 compounds, 0.11% hits; activation, % at 10 µM;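 active means activation at 10 µM reaching about 35% in either raw or pattern-adjusted values, limit read from the data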
# DAX1 inh-2 – blocks DAX1 repression of SF-1 activated StAR promoter; HEK293T StAR-luciferase reporter, SF-1/DAX-1 repression relief; inhibition, % at 6.8 µM; 370,000 compounds, 1.1% hits; AID 652010;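 active means inhibition above the mean over all tested compounds plus 3 SD, cut at about 3.6% in these data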;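 further: 0% = DAX-1 cells with DMSO and 100% = cells lacking DAX-1 with DMSO; higher inhibition means more luminescence from relief of DAX-1 repression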
# ADAM10 inh – inhibits human ADAM10; 370,000 compounds, 0.62% hits; inhibition, % at 7 µM; recombinant ADAM10, EDANS/DABCYL FRET peptide cleavage, 3 h;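 active means inhibition above a per-campaign cutoff equal to the mean of compounds falling between control-based bounds plus 3 SD, cut at about 20% in these data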;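 further: 0% = DMSO wells while the 100% control is not disclosed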
# ssDAF-12 act – S. stercoralis DAF-12 activation, primary screen | HEK293 ssDAF-12/GRIP1 lit1-tk-luc reporter, luminescence; % of 3 µM dafachronic acid response | activation, % at 6.8 µM | 370,000 compounds, 1% hits;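 active means activation above the mean over all tested compounds plus 3 SD, cut at about 0.9% in these data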;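 further: 0% = DMSO-only wells and 100% = 3 µM delta7-dafachronic acid wells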
# * = called active by the depositor; i = inactive; . = not tested or not shown.
# Sample of the layout (four entries):
SMILES,GC-A act,hgDAF12 agonist,SMARCA2 activ,DAX1 inh-1,hcDAF-12 act,sPLA2-III inh,GAA850 FXN act,NPR2 activator,DAX1 inh-2,ADAM10 inh,ssDAF-12 act
CCOc1cccc(C(=O)NC(=S)Nc2ccc3c(c2)OCCO3)c1,1,8.1,1,1.2,2.0,-6,1.3,2,0.2,5,-0.8
COC(=O)c1cc(COC(=O)c2ccc3ccccc3n2)oc1C,0,-0.1,-1,0.0,2.6,0,0.8,-1,0.2,-6,0.2
Cc1noc(-c2ccccc2)c1NC(=O)Nc1ccc2nc([C@H]3C[C@H](O)[C@@H](CO)O3)[nH]c2c1,-2,6.9,1,.,1.1,-1,-2.1,-4,0.2,3,-1.2
Cc1csc2c(=O)[nH]cnc12,1,2.3,2,2.4,1.3,-3,0.3,2,-0.2,-1,-0.9

# The list itself (from the top)
SMILES,GC-A act,hgDAF12 agonist,SMARCA2 activ,DAX1 inh-1,hcDAF-12 act,sPLA2-III inh,GAA850 FXN act,NPR2 activator,DAX1 inh-2,ADAM10 inh,ssDAF-12 act
CCOc1cccc(C(=O)NC(=S)Nc2ccc3c(c2)OCCO3)c1,1,8.1,1,1.2,2.0,-6,1.3,2,0.2,5,-0.8
COC(=O)c1cc(COC(=O)c2ccc3ccccc3n2)oc1C,0,-0.1,-1,0.0,2.6,0,0.8,-1,0.2,-6,0.2
Cc1noc(-c2ccccc2)c1NC(=O)Nc1ccc2nc([C@H]3C[C@H](O)[C@@H](CO)O3)[nH]c2c1,-2,6.9,1,.,1.1,-1,-2.1,-4,0.2,3,-1.2
Cc1csc2c(=O)[nH]cnc12,1,2.3,2,2.4,1.3,-3,0.3,2,-0.2,-1,-0.9
O=C(CCN=C1NS(=O)(=O)c2ccccc21)OCc1ccccc1,-1,0.6,1,-0.5,-0.3,5,-3.3,2,-0.2,0,-0.7
COc1ccc(CNC(=O)COC(=O)CCOc2ccccc2)cc1,0,1.5,-3,1.9,1.1,-2,0.1,3,0.1,-2,-1.1
CCOc1ccccc1OCC(=O)OCC(=O)c1c(N)n(CC(C)C)c(=O)n(C)c1=O,1,-0.8,1,0.7,-1.2,-5,0.8,0,-2.8,-5,-1.7
CC(C)NC(=S)N/N=C1\CCCCc2ccccc21,-6,-2.1,-1,-1.7,-2.7,7,-0.7,5,-0.6,2,-1.6
Fc1ccccc1SCc1nnc(-c2ccccc2Br)o1,-1,14*,5,0.4,4.7,-9,3.6,1,6.5*,18,0.2
CC(=O)NC(C)CCc1ccccc1 (centres undefined),0,1.6,-6,0.9,0.2,16,0.0,3,0.1,3,-1.8
O=C(/C=C/c1ccco1)N(Cc1ccccc1F)C1CCS(=O)(=O)C1 (centres undefined),-3,-0.6,-3,0.1,-1.3,-9,0.2,-5,0.2,2,-0.8
C=CC[C@@H](CC(=O)NCCO)C(=O)N[C@H](COC(=O)[C@@H](CC=C)Cc1ccc(F)cc1)Cc1c[nH]c2ccccc12,-5,-2.9,-3,-1.1,-1.9,-91,-3.0,-2,-0.5,-13,-1.3
COc1cccc(C(=O)OCC(=O)NC23CC4CC(CC(C4)C2)C3)c1,-3,-2.9,0,0.3,-0.3,-18,-0.6,-1,-0.1,-4,-0.8
O=C(NCC(c1cccnc1)N1CCN(c2ccc(F)cc2)CC1)c1ccccc1 (centres undefined),15,-2.4,0,-1.1,-0.7,2,-1.9,0,-0.9,-7,-0.8
C/C=C/C(=O)Nc1cccc(C2=NOC3(C2)C[C@@H](C(N)=O)N(C(=O)/C(C)=C/C)C3)c1 (some centres undefined),3,0.8,0,0.5,-0.4,4,-1.5,6,-0.2,-8,-1.4
CCOc1ccc(-n2c(SCc3nc(-c4cccs4)no3)nnc2-c2ccncc2)cc1,-4,-0.5,-2,-1.4,2.2,-26,0.4,-2,-0.6,-2,-1.1
O=C(CCNS(=O)(=O)c1ccc(Cl)cc1)NCc1ccccn1,-2,0.7,-2,0.9,-1.5,0,-0.1,-5,0.3,-6,-1.6
COc1ccc(C2=NN(C(=O)c3ccccc3)C(c3ccc(OC)c(OC)c3)C2)c(OC(C)=O)c1 (centres undefined),12,0.4,-2,-0.9,-1.6,-7,0.5,7,-0.4,6,-0.7
Cc1ccc(NC(=O)CSc2nnc(-c3ccccn3)n2C)cc1,2,-0.3,1,0.7,-1.9,1,-1.2,1,-0.6,-3,-1.0
CSc1nc2ccc(S(N)(=O)=O)cc2s1,1,-0.7,-2,-0.8,4.9,-3,2.2,1,0.4,4,-0.8
COc1ccc(NC(=O)Nc2ccc3c(c2)N(C)C(=O)CS3)cc1OC,1,-1.0,-1,1.0,-1.1,7,-2.8,-7,-0.2,-11,-1.6
COc1ccc(NC(=O)CCC(=O)N2CCCC2)c([N+](=O)[O-])c1,0,-1.5,1,0.2,1.1,5,-0.8,2,0.0,-8,-0.7
CC1(C(=O)NS(=O)(=O)c2ccc(C#N)cc2)CCN1C(=O)C1(c2ccc(Cl)cc2)CC1 (centres undefined),1,-1.3,-3,.,-1.8,-7,0.0,-2,-0.2,3,-1.4
CC(=O)Nc1nnc(SCc2cccc(F)c2)s1,6,2.8,-1,2.4,0.2,7,0.3,-2,0.7,-12,-1.2
CC(C)NC(=O)COC(=O)C1CSC2(c3ccc(Br)cc3)CCC(=O)N12 (centres undefined),-10,0.3,-4,1.5,-0.5,11,2.3,1,-0.1,1,-1.1
O=[N+]([O-])c1ccccc1S(=O)(=O)NCCC1=CCCCC1,2,2.0,-1,0.1,-0.7,-9,1.5,13,-0.2,10,-1.4
Cc1cnc(C(=O)OCC(=O)Nc2oc(-c3ccccc3)c(-c3ccccc3)c2C#N)cn1,-5,2.0,0,-0.8,-1.0,-39,3.2,-4,0.5,2,-0.7
CCOc1ccc(NS(=O)(=O)c2c(C)nc3sccn3c2=O)cc1,-11,-2.1,-3,0.9,-3.3,6,1.4,-8,0.6,-51,-1.4
COc1ccc(/C=C2\CC/C(=C\c3ccc(OC)cc3OC)C2=O)c(OC)c1,4,4.1,-3,2.4,0.2,9,2.9,1,0.3,1,-0.4
Cc1onc(-c2ccccc2Cl)c1C(=O)Nc1nnc(C(C)C)s1,-1,0.3,1,2.3,-1.0,-3,1.7,-3,0.2,-6,-0.7
CCCCCC(NC(=O)C1CCN(C(=O)[C@@H](NS(=O)(=O)c2ccc(C)cc2)C(C)C)CC1)C(=O)O (some centres undefined),1,1.1,1,3.7,-0.6,2,-1.8,-2,-0.4,-13,-1.2
N=c1c(C(=O)NC2CCCC2)cc2c(=O)n3ccccc3nc2n1CCN1CCOCC1,8,-0.1,3,-0.7,1.5,6,-0.5,0,-0.3,i,-1.3
O=c1c2cnn(-c3ccccc3)c2nc(-c2cccs2)n1-c1ccc(Br)cc1,1,2.5,3,0.5,-0.8,6,-0.6,-3,1.0,-1,-0.1
CSc1ccccc1NC(=O)c1ccc(Cl)s1,5,0.2,-1,2.3,-0.5,6,1.4,2,-0.1,-3,-0.8
O=C(c1ccc(Cl)c([N+](=O)[O-])c1)N1CCCc2ccccc21,-8,-3.1,0,0.7,2.5,5,0.4,-6,-0.3,2,-0.5
O=C(Oc1cccc(NC(=O)c2ccccc2Cl)c1)c1ccc([N+](=O)[O-])cc1,2,3.3,3,0.1,2.7,-21,-2.1,0,0.0,16,-1.1
CCCCCCCCNC(=O)c1ccc(C)cc1,5,1.2,0,.,-1.3,-4,.,0,-0.1,-7,-1.6
CN1/C(=C\C(=O)COC(=O)CNC(=O)c2ccc3ccccc3c2)C(C)(C)c2ccccc21,1,-0.1,-1,-0.2,-1.1,-18,1.9,3,-0.2,-44,-1.7
CN(CC(=O)Nc1ccc(F)cc1)C(=O)COc1ccccc1Cc1ccccc1,-3,-2.0,-3,-0.9,-1.1,-28,-0.3,-6,-1.1,6,-1.2
COc1ccc2c(c1)CC/C(=C/c1ccccn1)C2=O,-4,0.1,5,-1.7,-0.1,-3,7.3,0,0.2,-1,-1.1
CC1(C(=O)NCc2ccccc2)Cc2c(-c3ccc(C(N)=O)cc3)ccnc2O1 (centres undefined),-28,0.3,-3,.,0.6,11,-3.5,-12,-2.2,-23,-1.0
Cn1c(=O)oc2cc(S(=O)(=O)NCCC(=O)NCc3ccccc3Cl)ccc21,3,1.4,-1,0.4,-0.5,-3,-0.1,4,-0.3,0,-1.1
c1ccc(Cc2noc(CN3CCCC(CN4CCOCC4)C3)n2)cc1 (centres undefined),0,-0.8,-3,0.8,-0.7,0,1.5,-2,-0.3,-3,-1.6
CCCC1=Nc2cc(C(=O)NCCN3CCOCC3)ccc2Sc2ccccc21,0,-2.9,-2,-0.6,-2.6,-10,0.4,-1,0.0,-2,-0.7
COc1ccc(Cl)cc1C(=O)NNC(=O)c1cc2ccccc2o1,-3,-0.6,-1,1.1,-1.5,2,-0.6,-2,-0.1,-9,-0.2
Cc1ccc(C)c(S(=O)(=O)NC(CCC(N)=O)C(=O)O)c1 (centres undefined),-4,-2.1,0,-0.6,-1.4,4,1.3,-13,0.4,4,-1.4
O=S(=O)(Nc1ncccn1)c1ccc(Cl)cc1,4,-0.5,0,-1.1,-1.2,-3,-0.8,3,-0.3,-4,-1.0
CN(C(=O)CSc1nnn(C)n1)c1ccccc1,4,1.5,2,0.7,-0.1,0,-3.2,2,-1.3,-1,-0.3
O=C(CN1C(=O)NC2(CCCC2)C1=O)NCc1ccccc1,-1,0.3,-1,0.8,0.4,3,-2.8,0,-0.6,-10,0.1
Cn1c(N)c(C(=O)COC(=O)[C@H](Cc2ccccc2)N2C(=O)c3ccccc3C2=O)c(=O)n(C)c1=O,3,-1.5,-2,0.7,-2.4,0,2.1,4,-0.2,-1,-1.9

# Ordered by value in ADAM10 inh (descending): three of the compounds above.
structure,ADAM10 inh
Cc1csc2c(=O)[nH]cnc12,-1
O=S(=O)(Nc1ncccn1)c1ccc(Cl)cc1,-4
CCOc1ccccc1OCC(=O)OCC(=O)c1c(N)n(CC(C)C)c(=O)n(C)c1=O,-5

# The list continues.
SMILES,GC-A act,hgDAF12 agonist,SMARCA2 activ,DAX1 inh-1,hcDAF-12 act,sPLA2-III inh,GAA850 FXN act,NPR2 activator,DAX1 inh-2,ADAM10 inh,ssDAF-12 act
NS(=O)(=O)c1cccc(NC(=O)c2cccnc2Oc2ccccc2)c1,3,1.4,1,2.6,-1.9,-5,0.8,-5,-0.7,4,-0.9
O=C(Cc1ccccc1)Nc1nc(-c2ccc(F)c(F)c2)cs1,20,-3.0,-2,-0.6,-1.0,-7,3.5,-1,-1.3,4,-1.8
CCCCCCC(O)(c1ccc(OC)cc1)C(CN1CCOCC1)c1ccccc1 (centres undefined),-57,-0.9,-3,-0.5,-0.2,-13,0.3,-15,-0.4,13,-1.1
COc1ccc(CN(C(=O)c2cnccn2)C(C(=O)NC(C)(C)C)c2cc(OC)c(OC)c(OC)c2)cc1 (centres undefined),-17,0.8,0,0.2,-0.6,-1,-0.6,-25,0.1,-1,-1.6

# Screening data: PubChem, several laboratories

# Compounds were not picked by outcome. Share with any hit: about 6.6%.
